# esBAF inh – inhibitors of esBAF chromatin remodeling in mouse ES cells. Bmi1-luciferase knock-in reporter, 24 h; 100% = twice the neutral-well signal. reporter increase, % at 12.5 µM. hit rate 2% among 350,000. AID 602393; in the data active = activation above about 40%;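 note: 0% = median of the plate's neutral control wells and 100% = double that signal; a rise in the Bmi1 reporter signal indicates esBAF inhibition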
# Cneo AK release – causes C. neoformans cell lysis | AID 651654 | hit rate 0.2% among 360,000 | lysis activity, % at 15 µM | adenylate kinase release luminescence, 4 h; normalised: neutral wells 0, clomiphene wells 100;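 active = mean lysis activity across replicates of at least 80%, whatever share of replicates individually reach that level; inactive = mean lysis activity below 80%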
#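 Assay system: C. neoformans cells. Amount: yeast cell density of 5 × 10^6 cells/mL. Technique: AK luminescence. Buffer or medium: YPD. Times: static 4 h at 37 °C with compound, 1 h detection. Dosing: single-point compound dose. Read-out: lysis from increased AK signal.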
# ERp5 block – ERp5 (human) disulfide isomerase inhibition | inhibition, % at 9.99 µM | Q15084 | ERp5 insulin aggregation, absorbance 650 nm, 90 min | AID 651711 | hit rate 0.05% among 350,000;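 active = mean replicate inhibition above about 25%, with every replicate also reaching it, limit read from the data, passing the limit was not always enough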
# Target sequence (Q15084 whole entry, looked up): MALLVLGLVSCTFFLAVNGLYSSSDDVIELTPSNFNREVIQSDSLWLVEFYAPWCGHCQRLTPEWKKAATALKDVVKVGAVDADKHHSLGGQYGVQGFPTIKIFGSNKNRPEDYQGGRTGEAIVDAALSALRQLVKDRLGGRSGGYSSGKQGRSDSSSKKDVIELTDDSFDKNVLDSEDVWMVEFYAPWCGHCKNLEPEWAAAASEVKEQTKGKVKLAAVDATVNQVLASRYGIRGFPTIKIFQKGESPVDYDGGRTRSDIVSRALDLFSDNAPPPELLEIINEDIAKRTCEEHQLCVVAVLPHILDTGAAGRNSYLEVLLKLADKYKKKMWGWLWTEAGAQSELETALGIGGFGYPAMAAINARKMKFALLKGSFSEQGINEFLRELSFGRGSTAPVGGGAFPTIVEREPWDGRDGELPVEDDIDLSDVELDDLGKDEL
# Statin myotox sup – protects C2C12 myotubes from simvastatin toxicity; ATP luminescence, 48 h; scaled: DMSO 0, geranylgeraniol control 100; hit rate 0.78% among 330,000; rescue of ATP level, % at 7.49 µM;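 active = mean ATP rescue above about 67%, or every replicate alone reaching that limit, limit read from the data, passing the limit was not always enough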;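 note: myotubes were challenged with 10 µM simvastatin during compound exposure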
# ARNT TACC3 PPI – disruptors of human ARNT/TACC3 interaction. inhibition, % at 9.99 µM. hit rate 0.66% among 390,000. Q9Y6A5. AlphaScreen His-ARNT PAS-B/GST-TACC3 binding, luminescence; TACC3 fragment carries E629A point mutation. AID 623870;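 active = mean inhibition of replicates at least 50% and at least half of replicates each reaching 50%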;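 note: 0% = complete ARNT plus TACC3 wells and 100% = ARNT alone without TACC3; many hits fall short of the cut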
# SIRT5 inh – blocks human SIRT5 desuccinylation of peptide; AID 652115; hit rate 1.1% among 330,000; inhibition, % at 15 µM; Purified SirT5, succinyl-peptide AMC, trypsin-coupled fluorescence; Q9NXA8; in the data active = inhibition above about 15%
# Target sequence (Q9NXA8 whole entry, looked up): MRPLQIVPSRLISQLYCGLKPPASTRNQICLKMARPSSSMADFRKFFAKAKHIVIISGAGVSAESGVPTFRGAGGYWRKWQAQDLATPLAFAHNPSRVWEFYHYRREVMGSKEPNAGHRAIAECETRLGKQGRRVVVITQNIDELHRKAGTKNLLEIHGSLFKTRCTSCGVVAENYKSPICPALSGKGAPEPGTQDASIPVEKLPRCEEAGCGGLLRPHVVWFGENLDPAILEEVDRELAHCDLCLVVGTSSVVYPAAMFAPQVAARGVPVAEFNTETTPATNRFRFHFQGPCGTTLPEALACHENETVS
# miR-122 sensor – blocks miR-122 activity in Huh7 sensor cells. hit rate 0.3% among 340,000. activation (reporter increase), % at 12.5 µM. Huh7 miR-122 Renilla luciferase sensor, 48 h; neutral wells = 0, positive control = 100. AID 602342;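 active = mean replicate activation score at least 90 and every replicate individually at or above 90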;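 note: higher luciferase means less miR-122 activity so hits act as miR-122 inhibitors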
# Numbers without * were called inactive; . = no result given; [ ] = dose if it differs, or a comment. The order is random, and some 4% of all compounds hit somewhere here.
SMILES,esBAF inh,Cneo AK release,ERp5 block,Statin myotox sup,ARNT TACC3 PPI,SIRT5 inh,miR-122 sensor
O=[N+]([O-])c1cnc(Sc2ccncn2)s1,.,-4,4,.,0,.,12
COc1ccc(NC(=O)CN(C)CC(=O)Nc2cccc(F)c2)cc1Cl,.,.,1,.,0,0,.
O=C(C1CCCN(S(=O)(=O)c2cccc3cccnc23)C1)N1CCN(c2ccccc2F)CC1 (stereo not drawn),8,3,5,-5,.,.,25
COCC(=O)N1C[C@@H](C)[C@H](OC)CN(C)C(=O)c2cc(NS(C)(=O)=O)ccc2OC[C@@H]1C,0,0,5,-6,21,-6,25[16.7 µM]
Cc1ccc(S(=O)(=O)N2[C@@H](c3ccccc3)C(C(=O)O)=CC[C@H]2c2ccc(C(C)C)cc2)cc1,3,7,-5,16,-1,10,.
CC(C)C(NC(=O)CN1C(=O)c2ccccc2S1(=O)=O)C(C)C,4,1,-3,-1,-3,.,4
CC(C)c1ccc(NC(=O)COc2ccc(F)cc2C(=O)c2cnn(-c3ccccc3)c2)cc1,.,3,.,.,-20,.,1
O=C(CS(=O)(=O)c1c[nH]c2ccccc12)NC1CCCCC1,-9,1,2,-5,-4,1,3
CCCCC(=Nc1ccccc1OC)C1=C(O)CC(c2ccccc2)CC1=O (stereo not drawn),.,.,6,.,-3,-4,.
COCCNC(=O)C[C@@H]1C[C@H]2c3cc(NC(=O)Nc4ccccc4F)ccc3O[C@H]2[C@H](CO)O1,1,-3,.,-4,0,.,0[16.7 µM]
Cc1[nH]c(C)c(S(=O)(=O)N2CCN(c3cccc(C(F)(F)F)c3)CC2)c1C(=O)N1CCCCC1,2,-2,-3,26,-11,1,5
CCn1cc(Br)c(C(=O)Nc2ccc(Cl)c(Cl)c2)n1,65*,-4,.,-11,-9,.,7
COc1ccc(CCNC(=O)c2cccs2)cc1,36,-3,1,-7,4,1,-1
C[C@H]1CN([C@@H](C)CO)C(=O)c2ccccc2-c2ccccc2CO[C@@H]1CN(C)S(=O)(=O)c1ccc(C(F)(F)F)cc1,0,-4,-2,14,-13,6,.
CCC1CCCCN1C(=O)COC(=O)c1cncc(Br)c1 (stereo not drawn),-10,0,1,-33,.,.,2
CC(=O)c1sc(=S)n(-c2ccc(Cl)cc2)c1C,-5,.,0,0,8,0,25
OC1(C2(O)CC(c3ccccc3)ON2)CCCCC1 (stereo not drawn),0,-1,.,.,-1,.,0
c1cc(N2CCCCC2)nc(N2CCCCC2)n1,0,1,-7,-6,-6,-4,1
CCn1c(N2CCN(CC(=O)c3c(C)n(C)c4ccc(OC)cc34)CC2)nc2c1c(=O)[nH]c(=O)n2C,6,0,2,.,-11,-1,-9
Cc1nn(CC(=O)Nc2ccc(S(N)(=O)=O)cc2)c(=O)c2ccccc12,-2,-1,1,-2,-3,-1,.
CCC(=O)Nc1ccc2c(c1)C(=O)N(C)[C@H]1CC[C@@H](CC(=O)N3CCc4ccccc4C3)O[C@H]1CO2,0,.,.,0,.,.,2[16.7 µM]
OC[C@@H]1CN(Cc2ccc3c(c2)OCO3)C[C@H](n2cnc3c(NC4CCCC4)ncnc32)O1,2,-3,-1,13,.,-3,-6
Cc1cc2nn(-c3ccc(F)cc3)nc2cc1N,-13,-2,-7,12,-5,0,-2
CCOC(=O)C1C(c2ccccc2O)NC(=O)NC1(O)C(F)(F)F (stereo not drawn),-1,3,2,1,-10,0,.
CO[C@H]1CN(C)C(=O)c2cccc(C#N)c2OC[C@H]2O[C@H](CC[C@H]2OC)CCN(C)C(=O)[C@H]1C,-2,5,2,9,-3,-2,.

# Marked active in esBAF inh, among the entries above:
SMILES	esBAF inh	ERp5 block	ARNT TACC3 PPI	SIRT5 inh	miR-122 sensor
CCn1cc(Br)c(C(=O)Nc2ccc(Cl)c(Cl)c2)n1	65*	.	-9	.	7

# 2 entries from above, field by field.
mol: CCn1c(N2CCN(CC(=O)c3c(C)n(C)c4ccc(OC)cc34)CC2)nc2c1c(=O)[nH]c(=O)n2C
  esBAF inh: 6
  Cneo AK release: 0
  ERp5 block: 2
  Statin myotox sup: .
  ARNT TACC3 PPI: -11
  SIRT5 inh: -1
  miR-122 sensor: -9

mol: COc1ccc(CCNC(=O)c2cccs2)cc1
  esBAF inh: 36
  Cneo AK release: -3
  ERp5 block: 1
  Statin myotox sup: -7
  ARNT TACC3 PPI: 4
  SIRT5 inh: 1
  miR-122 sensor: -1

# Carrying on:
SMILES,esBAF inh,Cneo AK release,ERp5 block,Statin myotox sup,ARNT TACC3 PPI,SIRT5 inh,miR-122 sensor
O=C(CN1CCOCC1)N1[C@H](CO)[C@@H]2c3ccccc3NC[C@@H]21,0,-6,-3,-2,-1,3,14[16.7 µM]
O=C(c1cccc(NS(=O)(=O)c2ccccc2)c1)N1CCCC1,6,7,1,2,.,-4,.
Cn1c(SCC(=O)Nc2cccnc2Cl)nnc1-c1ccco1,.,-1,-2,-8,-5,1,8
C[C@@H]1CN([C@H](C)CO)C(=O)Cc2cc(N(C)C)ccc2O[C@H]1CN(C)S(=O)(=O)c1ccccc1,-8,-1,-3,-1,3,-5,2[16.7 µM]
Cc1cccc(OC(=O)c2cn(C)nc2C(F)(F)F)c1C,-3,3,.,.,0,.,5
COc1ccc(/C=N/NC(=S)Nc2ccccc2)cc1,.,.,-3,.,-1,4,.
c1cncc(-c2nn[nH]n2)c1,0,2,.,1,-5,.,0
ClCCn1cnc2c(SCc3ccccc3)ncnc21,59*,1,4,2,-3,-1,-8
Cc1ccc([C@H]2C[C@@H](O)[C@H](n3cc(C4CC4)nn3)CN2C(=O)C2CCCCC2)cc1,-6,-3,8,-5,.,-4,6
C[C@H]1CN([C@@H](C)CO)C(=O)Cc2cc(NC(=O)NC3CCCCC3)ccc2O[C@@H]1CN(C)C(=O)Nc1ccc(C(F)(F)F)cc1,-2,5,-5,-17,-6,6,8[16.7 µM]
CCOC(=O)c1cnc2nc(SCc3ccccc3Cl)[nH]n2c1=O,-6,0,0,-2,.,-1,-4
O=C(CN1CCOCC1)N1CCCc2ccccc21,1,6,-4,6,-3,-1,-3
CSc1nnc2c3ccccc3c3ccccc3c2n1,6,2,.,4,0,.,9
Cn1c(SCCS(=O)(=O)c2ccc(Cl)cc2)nnc1-c1ccccc1,-1,5,.,21,-4,.,-1
C[C@@H]1CN([C@H](C)CO)C(=O)c2cc(-c3cccc(F)c3)cnc2O[C@@H]1CN(C)C(=O)C1CCCCC1,6,-1,8,-3,9,-1,-7[16.7 µM]
O=C1CSC(=S)N1c1ccccc1,19,0,-1,3,7,.,-3
COc1cc([N+](=O)[O-])ccc1NC(=O)CCN1C(=O)C2C3CCC(C3)C2C1=O (stereo not drawn),.,-1,-4,.,1,-5,-5
CCCCN(C(=O)CN1CCOCC1)c1c(N)n(CC(C)C)c(=O)[nH]c1=O,-2,.,2,-6,3,-1,-1
COc1ccccc1NC(=O)C1CCN(c2ncnc3c2nc2n3CCCCC2)CC1,4,0,-4,-13,-1,-1,-12
N#C[C@@H]1[C@H](c2ccccc2)[C@H](CO)N1S(=O)(=O)Cc1ccccc1,0,-2,2,5,3,-1,.
O=C(NCc1cccs1)C1CC(=O)N(c2ccccc2)C1 (stereo not drawn),.,-1,.,.,-7,.,2
NC(CCc1ccccc1)c1csc(Nc2ccc(C(=O)c3ccccc3)cc2)n1 (stereo not drawn),-5,12,-8,-6,.,-2,-8
O=C(Nc1ccc(Cl)cc1)N(Cc1cccs1)Cc1cccs1,16,-6,.,-13,2,.,5
CN1c2ccccc2N(C)C1(C)c1ccccc1,.,.,-13,.,36,-1,.
CCc1ccc(N(C(=O)c2csnn2)C(C(=O)NC2CCCC2)c2cccnc2)cc1 (stereo not drawn),1,-1,2,5,-1,4,0
SMILES,esBAF inh,Cneo AK release,ERp5 block,Statin myotox sup,ARNT TACC3 PPI,SIRT5 inh,miR-122 sensor
Cc1ccc(C)c(NS(=O)(=O)c2c(C)nn(C)c2C)c1,-1,3,.,7,-10,.,3
CCN(CC)CCNc1ncnc2c1sc1nc(N3CCOCC3)c3c(c12)CCCC3,.,.,-1,.,6,-2,.
O=C(c1cc(COc2ccc(F)cc2Cl)on1)N1CCCCC1c1cccnc1 (stereo not drawn),16,-3,3,-3,8,-7,4
COc1ccc(N2CCN(C(=O)c3cccc(NC4=NC5CS(=O)(=O)CC5S4)c3)CC2)cc1 (stereo not drawn),-5,-2,3,5,-27,-2,8
CCOC(=O)C(C(=O)OCC)C(Nc1cccc(Br)c1)c1ccccc1 (stereo not drawn),15,2,.,-3,-14,.,7
O=C(c1cc(S(=O)(=O)N2CCOCC2)ccc1F)N1CCc2ccccc21,11,-1,4,-7,6,-5,6
Cn1cc(Cl)c(C(=O)NNC(=S)NC2CCCCC2)n1,2,0,.,-1,34,.,-4
COc1ccc(C2=NCC(CSc3nnc(-c4ccc5c(c4)OCO5)o3)S2)cc1 (stereo not drawn),23,-5,.,-1,-5,.,0
CCOC(=O)N1CCC(NC(=O)c2cn(-c3ccc(OC)cc3)c(=O)c3ccccc23)CC1,8,-1,.,-1,-1,.,-7
CN(C)CC(=O)Nc1ccc2c(c1)[C@H]1C[C@@H](CC(=O)NC3CCCC3)O[C@@H](CO)[C@H]1O2,-2,-1,8,1,-4,-2,-5[16.7 µM]
COc1ccc(CN(C)CC(=O)N(C)CC(=O)Nc2ccccc2Br)cc1F,-4,0,1,-2,-36,7,-10
COCCNC(=O)C[C@H]1CC[C@@H]2[C@H](COc3ccc(NC(=O)C4CCCC4)cc3C(=O)N2C)O1,-1,56,6,18,-8,5,2[16.7 µM]
Cc1ccc(C(=O)N2CCN(S(=O)(=O)c3ccccc3C#N)CC2)cc1S(=O)(=O)N1CCOCC1,-8,0,-4,-7,-5,0,5
COc1ccccc1NS(=O)(=O)c1ccc(C)c(C(=O)NCC(c2ccco2)N2CCCCC2)c1 (stereo not drawn),.,2,9,.,6,0,.
CCS(=O)(=O)c1ccc2oc(Nc3ccc(C(C)C)cc3)nc2c1,31,4,.,-74,1,.,7
OC(c1cccc(Cl)c1)c1ncc(-c2ccccc2Cl)[nH]1 (stereo not drawn),38,0,-3,14,.,.,58
COC(=O)c1cccnc1-n1c(=O)c2cccnc2n(CC(=O)Nc2ccc(Br)cc2)c1=O,-5,.,-3,2,28,0,2
C[C@@H]1CCCCO[C@H](CN(C)C)[C@H](C)CN([C@@H](C)CO)C(=O)c2cc(NC(=O)Nc3ccccc3)ccc2O1,1,-5,5,-16,-7,2,23[16.7 µM]
COc1ccccc1NS(=O)(=O)c1cc(NC(=O)C2CCCO2)ccc1C (stereo not drawn),-4,-2,5,-1,.,7,.
CC[C@@H](C)[C@@H]1CN([C@@H](CN2CCC[C@H]2CN2C(N)=NC[C@@H]2Cc2ccccc2)C(C)C)C(=N)N1CCCC1CCCC1,-10,3,.,-94,24,.,.
Cc1cc(C)c(S(=O)(=O)c2ccccc2Cl)c(=O)[nH]1,-7,-1,9,4,5,2,4
Cc1ccc(S(=O)(=O)CCC(=O)Nc2ccc(F)cc2)cc1,.,.,8,.,-2,-2,.
O=C(Nc1cccnc1)c1ccc(Br)c(S(=O)(=O)N2CCCC2)c1,3,0,-1,-6,.,-2,.
Nc1ccc(N2CCOCC2)c(Cl)c1,-5,-1,.,-7,.,.,-5
COCCNC(=S)c1ccc(Br)cc1,-3,5,-1,-5,-6,6,5
Cc1ccc(S(=O)(=O)N2CCOCC2)cc1C(=O)OCC(=O)c1ccc(Br)cc1,-6,0,-1,-1,3,4,.
CCCCOc1cccc(/C=N/NC(=O)c2csc(C)c2C)c1,13,-2,.,-17,1,.,-9
Cc1ccc(S(=O)(=O)Nc2ccc3c(c2)C(=O)N([C@H](C)CO)C[C@@H](C)[C@@H](CN(C)S(C)(=O)=O)O3)cc1,-6,-1,-4,.,1,-2,-6[16.7 µM]
COc1ccc(NC(=O)c2cc(-c3ccc(F)cc3OC(C)C)n[nH]2)c(OC)c1,-8,5,3,6,.,.,-6
Cc1ccc(-c2nc3c4ccccc4ccn3c2CN2CCCCC2)cc1,17,12,1,-25,1,-2,6
